# Screens deposited in PubChem BioAssay by several laboratories.
# E coli Lon inh – inhibitors of E. coli Lon protease, primary screen, biochemical, fluorescence polarization; P0A9M0; purified E. coli Lon protease; inhibition, % at 7.94 µM; 360,000 tested, 0.42% active; AID 602123, 2011; in the data active = inhibition above about 13%, passing the limit was not always enough;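 also: 0% = enzyme with probe and DMSO and 100% = no enzyme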
# FAS-TE inh – FAS thioesterase domain inhibitors, primary screen, biochemical, fluorescence intensity, uHTS; Fatty acid synthase (Homo sapiens), P49327; recombinant FAS-TE, OMFH fluorogenic substrate, fluorescence endpoint; inhibition, % at 15 µM; 360,000 tested, 0.67% active; AID 602261, 2012;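 active = compounds whose normalised, plate-corrected inhibition of enzyme fluorescence in the single-dose primary screen is 50% or more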;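 also: 0% = DMSO with enzyme and 100% = substrate without enzyme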
# Neddylation inh – inhibitors of cullin neddylation, primary screen, biochemical, TR-FRET, uHTS, NAE and Ubc12; NEDD8-conjugating enzyme Ubc12 (Homo sapiens) + NEDD8-activating enzyme E1 regulatory …; calls only at 25 µM; 360,000 tested, 0.58% active; AID 651699, 2012; in the data active = inhibition above about 36%
# MsrA act – bovine MsrA enzyme activators, primary screen, biochemical, absorbance, HTS. activation, % at 10.6 µM. 360,000 tested, 0.3% active. purified bovine MsrA, absorbance read-out. Methionine sulfoxide reductase A (Bos taurus); in the data active = activation above about 7.5%;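 also: 0% = vehicle and 100% = reference activator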
# SKN-1 inh – suppressors of acrylamide-induced Pgst-4::GFP reporter in worms, primary screen, SKN-1 inhibitor project, whole organism, uHTS, GFP/RFP fluorescence ratio, strain VP596 | C. elegans VP596 Pgst-4::GFP/RFP ratio, 24 h | inhibition, % at 21.8 µM | 360,000 tested, 0.49% active;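 active = interference check ratio from 0.5 to 1.5 plus GFP to RFP signal ratio inhibition reaching or exceeding a fixed threshold, cut at about 30% in these data, passing the limit was not always enough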; also: some compounds called inactive have numbers as strong as hits
# MLLE-PAM2 inh – inhibitors of PABP1 MLLE–PAM2 peptide binding, primary screen, biochemical, fluorescence polarization, FITC-PAM2, GST-MLLE; 360,000 tested, 0.36% active; Polyadenylate-binding protein 1 (Homo sapiens), P11940; inhibition, % at 20 µM; AID 588489, 2011; in the data active = inhibition above about 35%, passing the limit was not always enough;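 also: plate controls were DMSO wells with GST-MLLE for no effect and wells lacking GST-MLLE protein for full effect; some results filed as inactive read as strong as hits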
# MT1-MMP act inh – blockers of MT1-MMP proenzyme processing, primary screen, HT1080 RFP-PRO-GFP cells, GFP/RFP fluorescence; Matrix metalloproteinase-14 (Homo sapiens), P50281; GFP/RFP ratio fluorescence, overnight; percent of plate control window, DMSO zero; GFP/RFP ratio change, % at 20 µM; 360,000 tested, 0.061% active; AID 651647, 2012;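 active = GFP/RFP ratio change of at least 30% with cell ATP level not reduced by more than half and red fluorescence within 50% of control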; also: strong numbers were not always called active
#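 Material – HT1080 RFP-PRO-GFP cells · Control set – DMSO wells and RFP-L50D-GFP cells · Incubation – overnight cell settling, then overnight compound exposure, 37 °C, 5% CO2 · Compound dosing – single-point 20 µM compound, 1% DMSO · Read-out – GFP/RFP fluorescence ratio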
# Rin1-Abl PPI inh – inhibitors of Rin1-Abl protein binding, primary screen, biochemical, TR-FRET | Tyrosine-protein kinase ABL1 (Homo sapiens) + Ras and Rab interactor 1 (Homo sapiens), … | inhibition, % at 7.35 µM | 360,000 tested, 0.4% active | AID 588664, 2011; in the data active = inhibition above about 5%, passing the limit was not always enough
# NRP1-CendR mod – modulators of CendR peptide binding to NRP-1, primary screen, biochemical, fluorescence polarization, uHTS. 360,000 tested, 0.85% active. AID 602438, 2012. Neuropilin-1 (Homo sapiens), O14786. inhibition, % at 25 µM. FAM-RPARPAR peptide binding to NRP-1;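 active = inhibition or corrected inhibition above about 18%, plus a signal ratio from 0.5 to 1.5, limit read from the data, passing the limit was not always enough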; also: strong numbers were not always called active
# * = called active by the depositor; i = inactive; + = active, no number. The list is partial (hit frequency here may not be typical).
SMILES,E coli Lon inh,FAS-TE inh,Neddylation inh,MsrA act,SKN-1 inh,MLLE-PAM2 inh,MT1-MMP act inh,Rin1-Abl PPI inh,NRP1-CendR mod
O=C(Cc1ccccc1)OC(COCc1ccccc1)CN1CCOCC1 (stereo not given),-0.6,0.2,i,-4.6,10.1,2.9,1.0,4.2,12.1
C[C@]12CCC3C(CC[C@H]4C[C@H](O)CC[C@]34C)C1[C@@H](O)C[C@@H]2O (stereo not given in full),0.2,-5.7,i,-1.0,21.8,4.8,1.0,2.0,-0.8
COc1cc(CN=C(C)c2c(O)n(C)c(=O)n(C)c2=O)cc(OC)c1,5.8,4.9,i,-1.5,-0.3,-9.2,-3.5,-2.4,-5.2
COc1ccc(CCNC(C)CCc2ccc(OC)cc2)cc1 (stereo not given),-9.3,-5.0,i,-1.8,2.2,10.5,4.1,-5.0,-9.9
COc1ccccc1C=C1C(=O)NC(=S)NC1=O,-0.2,-3.7,i,-8.0,8.2,23.7,-7.4,-1.4,-18.2
CC12CCC3C(CCC4(O)CC(O)CCC34C=O)C1(O)CCC2C1=CC(=O)OC1 (stereo not given),-6.9,-7.6,i,-1.6,-1.9,-3.6,-50.9,0.8,6.7
S=C=Nc1cccc(C2(N3CCCCC3)CCCCC2)c1,-4.1,-2.7,i,-3.6,6.6,28.6,-1.7,2.4,14.4
C#CC1(O)C=CC2C3CCC4=CC(=O)CCC4C3CCC21CC (stereo not given),0.6,-1.4,i,-0.9,15.3,0.1,-2.2,-1.6,11.6
CCOC(=O)/C(=N\Nc1ccccc1)N1CC1,-2.9,-5.6,i,-3.2,-6.0,-6.1,-1.5,0.9,3.0
O=c1[nH]c(=S)n(Cc2ccc(F)cc2)c(O)c1C=NCC1CCCO1 (stereo not given),-6.6,1.2,i,-4.5,-24.5,-26.1,-6.9,1.2,1.3
NC(Cc1ccccc1)c1csc(Nc2ccccn2)n1 (stereo not given),-11.5,-5.6,i,-1.5,2.7,-16.1,1.0,-4.8,-8.3
CC[n+]1c(/C=C/C=C/c2ccc(N(C)C)cc2)sc2ccccc21,-24.8,-4.3,i,-1.2,87.8,-24.3,84.1,-33.4,-26.4
CC(=O)OC(C)(C)/C=C/C(=O)C(C)(O)C1C(O)CC2(C)C3CC=C4C(CC(O)C(=O)C4(C)C)C3(C)C(=O)CC12C (stereo not given),-0.6,-5.1,i,0.6,9.1,1.0,-35.7,2.3,-5.0
O=C1/C(=C\c2cc3c(cc2Cl)OCO3)N2CCC1CC2,-0.6,-2.2,i,-7.7,2.9,-0.3,-4.3,-0.9,-4.6
CN1C(=O)NC(=O)[C@]2(Cc3ccccc3N3CCN(c4ccccc4)CC32)C1=O (stereo not given in full),-2.1,0.7,i,-5.4,9.2,18.8,-8.3,3.1,16.0
Cc1ccc(CN2C3CCCC2CC(NC(=O)Nc2cccc(F)c2)C3)cc1 (stereo not given),2.6,-0.2,i,-1.2,9.1,5.9,3.8,-0.8,0.7
O=C(O)C1=CC2c3ccccc3C1c1ccccc12,-1.4,-4.7,i,-1.3,-1.4,0.5,-4.0,-3.5,-7.1
CN1c2ccc([N+](=O)[O-])cc2CC2(C(=O)NC(=O)N(c3ccccc3)C2=O)C1c1ccccc1 (stereo not given),-5.7,7.0,i,-0.6,15.5,-4.6,-18.9,-2.9,-0.5
O=C(c1cc(F)ccc1F)C1CCCN(Cc2ccc3nonc3c2)C1 (stereo not given),2.3,23.5,i,-9.0,-0.6,1.9,4.3,3.2,-5.0
CC(C)Nc1ccc(Nc2ccccc2)cc1,-2.0,0.4,i,-1.7,16.2,33.4,8.0,0.9,11.6
CN1C(=O)C(Cc2ccccc2)C(=O)N(C)C1=O,-10.0,-6.5,i,-0.7,2.6,-2.2,-3.1,0.1,4.4
C=C1N2CCC(CC2)C1(O)c1ccccc1C (stereo not given),-3.2,-5.7,i,-13.0,-5.3,4.4,-3.0,2.0,-0.5
CC(C(=O)Nc1ccc(Cl)cc1Cl)N1CC=C(c2ccccc2)CC1 (stereo not given),1.4,27.0,i,-3.5,6.1,-2.1,-2.6,2.6,-9.4
CCc1ccc(N2C(=O)NC(=O)/C(=C/c3cccn3CCOc3ccc(C(C)CC)cc3)C2=O)cc1 (stereo not given),-7.6,-8.1,i,-2.5,10.1,-53.2,-23.3,1.5,-7.4
CCC(c1nnnn1C1CCCC1)N1CCC2(CC1)C(=O)NCN2c1ccccc1 (stereo not given),3.3,-4.7,i,-4.0,-1.1,1.2,0.2,0.4,11.4
O=C(Cc1ccccc1)N1CCN(CC2CC=CCC2)CC1 (stereo not given),5.5,-3.2,i,-0.8,2.9,1.3,-0.5,0.7,-2.2
C[C@]12CC[C@H](O)CC1=CC[C@@H]1[C@@H]2CC[C@]2(C)C(=O)CC[C@@H]12,-4.5,-0.4,i,0.1,9.7,-7.8,2.4,-1.9,11.8
Cc1ccc(Cn2nnnc2CN2CCC(n3nnc4cc(C(F)(F)F)ccc43)CC2)cc1,-3.1,25.6,i,-2.1,31.5,3.0,3.2,3.9,3.1
O=c1oc2ccccc2c(O)c1C(c1ccccn1)c1c(O)c2ccccc2oc1=O,-7.7,-5.1,i,-1.2,-1.2,4.0,6.4,-2.7,10.9
Cc1ccc(CS(=O)(=O)Cc2ccc(C(=O)N3CCC4(CC3)OCCO4)o2)cc1,-5.7,-6.7,i,-3.5,4.4,7.4,4.4,-2.1,13.3
CCn1c(O)c(/C=N/NC(=O)c2ccccc2)c(=O)[nH]c1=S,1.0,25.0,+,-2.9,7.0,-5.0,7.4,-2.2,-10.5
COc1ccc(CN2CCN(C(=O)COc3cccc(C)c3)CC2)c(OC)c1,13.6,-1.8,i,-1.1,-7.4,-3.9,3.4,1.4,1.9
NP(=O)(OCCCc1ccccc1)c1ccccc1 (stereo not given),-1.1,-5.0,i,-3.8,15.4,0.1,7.7,-0.5,17.2
CCCNC(=O)N1C2CCC1CC(O)(c1cccnc1)C2 (stereo not given),-3.2,-6.1,i,-7.5,-30.3,3.8,4.5,-1.1,5.3
COc1ccc(C(=O)C(Cc2ccccc2)N(C)C)cc1 (stereo not given),-5.6,-5.9,i,-6.8,11.5,1.3,-8.3,0.1,0.5
CCOc1cc(CNCCc2ccccc2F)ccc1OC,-6.0,-4.9,i,-2.4,15.8,6.0,1.0,3.3,2.5
COc1ccc(OCC#CCN2CCC(C)CC2)cc1,0.6,-6.2,i,-3.3,4.4,-1.2,-2.9,3.0,6.1
CC1(CCO)C(=O)NC(=S)NC1=O,-9.1,-7.0,i,-1.6,-4.5,4.1,2.7,1.9,-1.4
O=S1c2ccccc2-c2ccccc21,-13.9,-6.8,i,-2.0,6.8,-11.8,3.6,-6.3,1.6
CC(C)OC(=O)C1C2c3ccccc3C(c3ccccc32)C1C(=O)O (stereo not given),-3.9,-9.5,i,-10.3,-4.8,-11.7,1.4,3.2,6.2
C1CCC2S[C@H]3CCCCC3NC2C1 (stereo not given in full),-5.5,-4.2,i,-2.4,7.7,-9.8,0.6,-1.1,12.5
O=C(Cc1ccccc1)NC(Cc1ccc(Cl)cc1)C(=O)O (stereo not given),-7.7,-2.7,i,-5.0,5.0,6.7,1.0,-0.8,11.9
O=C(COc1ccc(S(=O)(=O)N2CCOCC2)cc1)N1CCN(Cc2ccc3c(c2)OCO3)CC1,1.6,-2.2,i,-3.6,3.8,-4.0,7.0,3.5,2.7
COC(=O)C1=C(c2c(C)noc2C)C[C@@H]2CC[C@H]1N2C(=O)NCCOc1ccccc1Cl,-8.3,-6.0,i,0.9,28.0,-10.5,1.5,2.5,3.4
COc1ccc(CCN)cc1OC,0.0,-3.9,i,-3.1,-3.8,-1.9,-0.1,-0.2,-10.2
CCOC(=O)c1c(C)n(C(C)C)c2ccc(OC(=O)c3ccc(N4C(=O)CCC4=O)cc3)cc12,-2.8,-3.5,i,-4.2,5.3,5.7,4.6,0.4,6.2
CSc1ccccc1C(=O)C1CCCN(Cc2ccccn2)C1 (stereo not given),9.5,-0.8,i,2.2,-6.9,6.2,-1.5,2.4,-1.2
CCCCn1c(O)c(C(CC)=NCCCn2ccnc2)c(=O)[nH]c1=O,2.6,-9.3,i,-3.6,11.9,-2.1,-6.1,-0.4,-8.1
Cc1ccc(C2(O)CC(C)N(C)CC2C)cc1 (stereo not given),0.3,-4.7,i,-4.7,-8.4,-2.6,-3.0,-1.2,14.7
Cc1oc(-c2ccc(Cl)cc2)nc1CS(=O)CC(=O)N1CCC2(CC1)OCCO2 (stereo not given),-5.6,-0.7,i,-10.0,-7.2,14.2,-0.6,0.8,2.5
O=P(Nc1cccnc1)(Oc1ccccc1Cl)Oc1ccccc1Cl,-22.6,5.9,i,0.9,5.1,-3.6,-0.5,-2.8,-14.7
CCN1CCN(c2ccc(NC(C)=O)cc2Cl)CC1,5.3,-2.9,i,-2.2,-2.9,5.7,-3.9,-1.9,8.1
CCOC(=O)C(O)(c1ccc(N=Cc2ccccc2O)c(C)c1)C(F)(F)F (stereo not given),-8.8,-4.3,i,-5.9,-0.6,6.2,3.2,2.1,8.9
Cc1c(C=C2C(=O)NC(=O)NC2=O)c(=O)n(-c2ccccc2)n1C,-28.0,-3.2,i,-4.5,-3.3,-23.6,-8.1,1.0,-20.4
O=C1NC(=O)N(Cc2ccccc2)C(=O)C1Cc1ccccc1 (stereo not given),-13.5,-5.0,i,-2.2,17.1,5.4,0.2,-1.1,12.6
CCOc1ccc(C2SCC(=O)Nc3c2c(C)nn3C2CCOC(C)(C)C2)cc1 (stereo not given),-0.4,-10.6,i,-3.7,22.3,14.4,9.0,1.8,-3.7
Cc1ccccc1-n1c(CNc2ccccc2)nc2ccccc2c1=O,-15.8,13.3,i,-3.3,7.3,-5.3,-2.0,1.3,-9.8
Cc1ccc(C)c(CN2CCC(n3nnc4cc(F)ccc43)CC2)c1,-3.6,9.8,i,-9.2,0.6,9.5,-0.5,6.5,7.8
CC(Cc1cccs1)NCc1ccc(Cl)cc1 (stereo not given),5.1,-1.9,i,-0.2,7.5,8.9,0.0,-1.3,3.2
